# Screening data (PubChem BioAssay)
# S100A4 inh HTS: S100A4-myosin IIA interaction inhibition | P26447 | S100A4/TAMRA-MyoIIA peptide fluorescence polarization | inhibition, % at 10.7 µM | 360,000 tested, 0.14% active;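 active = mean inhibition of at least 70% across replicates, with every replicate also reaching that level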
#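 System – human S100A4 monomer protein, biochemical binding assay · Buffer or medium – Calcium-containing HEPES buffer, pH 7.2 · Timing – 5 min between mix addition and reading · Also added – TAMRA-labelled myosin IIA heavy-chain peptide probe, 5 nM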
# E-selectin induc: E-selectin induction on HUVECs. P16581. HUVEC E-selectin immunofluorescence imaging; normalized: neutral wells 0, TNF-alpha wells 100. activation, % at 7.58 µM. 260,000 tested, 0.37% active. AID 686992;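 active = mean E-selectin-positive cell signal at least 10% of the positive control, reached in at least 60% of replicates, without over 20% cell loss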;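 also: in these data hits start at about 27%; measured in HUVEC primary endothelial cells; signal is the percent of cells scored E-selectin positive by PE staining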
# Target sequence (P16581 whole entry, looked up): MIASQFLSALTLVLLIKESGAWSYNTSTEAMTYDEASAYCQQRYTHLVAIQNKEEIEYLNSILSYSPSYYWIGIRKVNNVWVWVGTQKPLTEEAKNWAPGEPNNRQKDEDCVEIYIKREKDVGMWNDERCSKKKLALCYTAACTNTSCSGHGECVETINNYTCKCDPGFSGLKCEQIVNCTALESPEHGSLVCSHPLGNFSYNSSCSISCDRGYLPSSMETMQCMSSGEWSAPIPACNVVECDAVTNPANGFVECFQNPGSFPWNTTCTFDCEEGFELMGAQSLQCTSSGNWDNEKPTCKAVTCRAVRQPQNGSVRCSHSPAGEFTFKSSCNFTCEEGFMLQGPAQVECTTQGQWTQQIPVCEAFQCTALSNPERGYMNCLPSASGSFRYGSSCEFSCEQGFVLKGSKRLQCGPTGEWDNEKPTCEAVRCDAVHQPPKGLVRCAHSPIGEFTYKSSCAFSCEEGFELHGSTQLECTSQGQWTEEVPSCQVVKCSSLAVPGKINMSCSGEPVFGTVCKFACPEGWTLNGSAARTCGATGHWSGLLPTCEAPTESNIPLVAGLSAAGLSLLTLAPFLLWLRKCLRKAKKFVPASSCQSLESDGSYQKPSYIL
#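 Assay system: HUVEC primary endothelial cells. Input: 3,000 HUVEC seeded per well. Doses: one compound dose added by pin transfer. Read-out basis: % PE-positive cells. Benchmarks: TNF-alpha high, DMSO low. Detection: immunofluorescence imaging. Buffer or medium: EGM-2, gelatin.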
# Xi reactivation: activators of X-chromosome reactivation in mouse fibroblasts; XiGFP mouse fibroblasts, % GFP-positive cells imaging, 3 d; cells co-treated with 5-aza-dC sensitizer; scaled so ellipticine positive control = 100%; activation, % at 7.58 µM; 360,000 tested, 0.055% active;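 active = mean normalized replicate activation at least 10% and every replicate at or above 10%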;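 also: 0% = median of on-plate neutral control wells and 100% = ellipticine 6 µM median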
#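 System: 68-5-11 XiGFP fibroblast line | Buffer or medium: DMEM containing 5-aza-dC | Compound: Single point | Times: Compounds 3 days, fix/stain 15 min at room temperature | Benchmarks: Positive control ellipticine, 6 µM final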
# ERAP1 inh: blocks human ERAP1 aminopeptidase activity; Q9NZ08; 340,000 tested, 0.15% active; recombinant ERAP1, Leu-AMC fluorescence, 60 min; inhibition, % at 10.7 µM; AID 652197;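 active = mean replicate inhibition of at least 30%, or all replicates individually reaching that 30% level; inactive = mean below 30% and not every replicate reaching it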;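 also: 0% = neutral control wells and 100% = L-leucinethiol positive control wells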
# esBAF inh: SWI/SNF esBAF complex inhibition | 350,000 tested, 2% active | mouse ES cells, Bmi1-luciferase knock-in reporter, 24 h; 100% = twice the neutral-well signal | reporter increase, % at 12.5 µM; in the data active = activation above about 40%;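 also: 0% = median of the plate's neutral control wells and 100% = double that signal; a rise in the Bmi1 reporter signal indicates esBAF inhibition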
# ERp5 inh: ERp5 (human) disulfide isomerase inhibition; Q15084; ERp5 insulin aggregation, absorbance 650 nm, 90 min; inhibition, % at 9.99 µM; 350,000 tested, 0.05% active;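 active = mean replicate inhibition above about 25%, with every replicate also reaching it, limit read from the data, passing the limit was not always enough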
# Target sequence (Q15084 whole entry, looked up): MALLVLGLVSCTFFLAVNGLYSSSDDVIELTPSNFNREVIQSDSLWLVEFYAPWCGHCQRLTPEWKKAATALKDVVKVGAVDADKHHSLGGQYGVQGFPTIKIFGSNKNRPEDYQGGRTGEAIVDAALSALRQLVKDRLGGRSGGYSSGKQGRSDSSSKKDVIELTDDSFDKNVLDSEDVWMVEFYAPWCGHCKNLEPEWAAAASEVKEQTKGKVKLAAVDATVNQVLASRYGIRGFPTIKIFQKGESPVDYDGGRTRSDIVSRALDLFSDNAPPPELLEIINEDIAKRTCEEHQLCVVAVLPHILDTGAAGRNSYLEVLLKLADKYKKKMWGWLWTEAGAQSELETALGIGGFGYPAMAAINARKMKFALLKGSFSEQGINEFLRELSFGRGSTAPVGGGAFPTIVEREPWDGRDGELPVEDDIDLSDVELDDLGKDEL
# RAD52 anneal inh: blocks human RAD52 DNA annealing. P43351. recombinant RAD52 DNA annealing, FRET fluorescence. inhibition, % at 18.7 µM. 360,000 tested, 0.46% active. AID 651710;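 active = every replicate showing at least 50% inhibition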
# RAD54 branch: blocks human RAD54 Holliday junction branch migration. inhibition, % at 10.4 µM. 360,000 tested, 0.14% active. FAM/BHQ fluorescence. Q92698. AID 602329;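 active = mean normalized replicate activity at least 40 and at least half of replicates scoring 40 or more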;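 also: 0% = median of neutral control wells and 100% = median of positive control wells; inhibitors cause a drop in the FAM fluorescence signal; in these data hits start at about 50%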
# The depositor's hits bear a star; . = no result given; & = joins results of further samples.
compound | S100A4 inh HTS | E-selectin induc | Xi reactivation | ERAP1 inh | esBAF inh | ERp5 inh | RAD52 anneal inh | RAD54 branch
Cc1ccc(S(=O)(=O)NN=C2CC(C)(C)OC2(C)C)cc1 | -8 | -0.3 | 0.0 | 4 | 0 | -1 | -3 | -2
COc1ccc(S(=O)(=O)N2CCOC2CNC(=O)C(=O)NCc2ccccc2Cl)cc1 (configuration not stated) | 0 | 0.1 | 0.0 | 0 | 0 | 3 | -12 | -2
CCc1ccc(C(C(=O)NCc2ccc(F)cc2)N(C(=O)c2csnn2)C2CC2)cc1 (configuration not stated) | -6 | -0.2 | 0.0 | 9 | -1 | 0 | -15 | 1
CO[C@@H]1CN(C)C(=O)c2cc(NC(=O)c3ccc4c(c3)OCO4)ccc2OC[C@@H](C)N(CCC(F)(F)F)C[C@H]1C | 2 | -0.1 | 0.5 | 0 | 5 | -1 | 7 | 1
COc1ccc(NC(=O)CN(C)C(=O)C2=COCCO2)cc1 | 8 | -0.2 | 1.6 | 2 | . | 2 | -4 | 7
O=C(NCc1ccncc1)c1cccc(S(=O)(=O)NCc2ccccc2)c1 | -6 | 0.4 | 0.0 | -1 | -2 | -2 | -11 | -1
O=C1NC(=O)C2(CCC(C3CCCCC3)CC2)N1 (configuration not stated) | -2 | -0.1 | 0.1 | -1 | 2 | 2 | 2 | -9
O=C1CCCN2N=C(SCC(=O)Nc3cccc(Cl)c3)SC2=N1 | 0 | 0.2 | 0.2 | -1 | . | 1 | -43 | 6
C[C@@H]1CN([C@@H](C)CO)C(=O)c2cc(NC(=O)CCC(F)(F)F)ccc2O[C@@H](C)CCCCO[C@H]1CN(C)S(=O)(=O)c1ccc(Cl)cc1 | 8 | -0.1 | 0.2 | 3 | 1 | 4 | -93 | -3
CCC(=O)NCC(c1cccs1)N1CCOCC1 (configuration not stated) | 3 | . | . | 9 | -10 | 0 | 3 | -7
CC1(C(=O)NS(=O)(=O)c2cccc(Cl)c2)CCN1C(=O)CCc1ccc(Cl)cc1Cl (configuration not stated) | -4 | -0.7 | 0.0 | 1 | -3 | 0 | -28 | 3
C[C@@H]1CN([C@H](C)CO)C(=O)Cc2cc(NC(=O)CCCCCC(=O)Nc3ccccc3N)ccc2O[C@@H]1CN(C)Cc1ccc2c(c1)OCO2 | -3 | -4.5 | -1.0 | -2 | -9 | 7 | -16 | 7
CN(Cc1cccs1)C(=O)C1CC(=O)N(Cc2ccccc2)C1 (configuration not stated) | -15 | . | 0.1 | 1 | -1 | 2 | -4 | .
O=C(NCC1CCCO1)C1CCCN(S(=O)(=O)c2cc(Cl)ccc2Cl)C1 (configuration not stated) | 1 | -1.6 | 0.3 | 0 | -9 | -1 | 5 | -2
NS(=O)(=O)c1ccc(NC(=O)Nc2ccccc2)cc1 | 4 | 1.2 | 0.1 | . | . | 2 | -19 | .
C[C@H](CO)N1C[C@H](C)[C@@H](CN(C)S(=O)(=O)c2cn(C)cn2)Oc2ccc(NC(=O)C3CC3)cc2C1=O | 5&-4 | -0.1&0.0 | 0.1&0.0 | -2&3 | -5&4 | 3&5 | -15&-13 | -7&-11
O=C(C[C@@H]1C[C@H]2c3cc(NC(=O)c4ccc5c(c4)OCO5)ccc3O[C@H]2[C@H](CO)O1)NCCN1CCCCC1 | 1 | -0.2 | 0.0 | -3 | 9 | 0 | 14 | 4
CCCCn1c(N)c(N(CC(C)C)C(=O)Cn2c(=O)cnc3ccccc32)c(=O)[nH]c1=O | 3 | -1.9 | -0.1 | 3 | 4 | 5 | -3 | .
Cc1ccc(NC(=S)NCCCN2CCOCC2)cc1C | 0 | -0.1 | 0.2 | . | . | -2 | -17 | .
Cc1cc(N2C(=O)C(O)=C(C(=O)c3ccc(C)o3)C2c2cccc(Oc3ccccc3)c2)no1 (configuration not stated) | -3 | 0.0 | 0.0 | -1 | 2 | -1 | -14 | -4
CCN1CCN(S(=O)(=O)c2ccc(S(=O)(=O)NCC3CCCO3)cc2)CC1 (configuration not stated) | -2 | . | . | 11 | -8 | -1 | 1 | 3
C[C@@H]1CCCCO[C@@H](CN(C)CC2CCCCC2)[C@H](C)CN([C@H](C)CO)C(=O)c2cc(NC(=O)Cc3ccccc3)ccc2O1 | -2 | 2.5 | -0.6 | -2 | 9 | -2 | 11 | 6
Cc1ccccc1NC(=O)c1ccc(C)c(S(=O)(=O)Nc2ccccn2)c1 | 1 | . | . | 1 | 1 | 9 | -9 | -11
Cc1ccc(S(=O)(=O)N(C)C[C@H]2Oc3cc(-c4cccc(F)c4)ccc3S(=O)(=O)N([C@H](C)CO)C[C@H]2C)cc1 | -70 | 0.2 | 0.0 | -1 | 4 | 1 | 25 | -3
O=C(/C=C/c1ccccc1[N+](=O)[O-])NCCCN1CCCC1=O | 3 | . | 0.1 | 2 | 5 | 2 | 3 | 11
Cc1cccc(Nc2nnc(SCC(=O)c3ccc(Br)s3)s2)c1C | 4 | . | 0.2 | 4 | . | 1 | -62 | .
O=C(Nc1ccccc1N1CCOCC1)c1cccc2ccccc12 | -4 | 0.6 | 0.4 | 2 | 5 | 4 | -31 | -5
C=CC[C@@H](CC(=O)N[C@H](CO)Cc1ccccc1)C(=O)N[C@H](COC(=O)[C@@H](CC=C)Cc1ccc(F)cc1)Cc1c[nH]c2ccccc12 | -2 | -0.2 | -0.7 | -3 | 7 | -3 | -7 | 5
COc1ccccc1C#Cc1ccc2c(c1)O[C@H](CN(C)C)[C@H](C)CN([C@H](C)CO)S2(=O)=O | -4 | 0.1 | -0.1 | 0 | -3 | 1 | 25 | 5
CC(C)NC(=O)N1CC2(C1)[C@H](c1ccccc1)[C@@H](CO)N2CCC(F)(F)F | 23 | 0.7 | 0.0 | 0 | . | -1 | 8 | .
O=C1CN(C(=O)NCC(=O)N[C@H](C(=O)O)c2ccccc2)c2ccccc2N1 | -1 | . | 0.0 | -1 | 1 | 11 | -3 | -1
COC(=O)C1CCN(CC(=O)NC(=O)NC2CCCCC2)CC1 | -2 | . | 0.1 | 0 | 15 | 4 | -10 | 2
CCCCOC(=O)CCCN1C(=O)/C(=C2\SC(=S)N(CCCC(=O)OCCCC)C2=O)SC1=S | -41 | 0.2 | 0.0 | 3 | . | -3 | -11 | -4
CC(C)n1cc(CN2CCN(C)C(CCO)C2)c2ccccc21 (configuration not stated) | 3 | 0.2 | 0.4 | -2 | -8 | 3 | -12 | -1
O=C(NCc1ccc(F)cc1)C(c1cccnc1)N(C(=O)c1csnn1)c1ccccc1 (configuration not stated) | 1 | -0.1 | 0.0 | 4 | -1 | 3 | 1 | -15
CCN(CC)c1ccc(C=Nc2cccc(S(=O)(=O)N3CCOCC3)c2)c(O)c1 | -3 | -0.6 | 0.7 | -1 | 2 | -3 | -9 | -1
C[C@@H]1CN([C@@H](C)CO)S(=O)(=O)c2ccc(C#C[C@@H](C)O)cc2O[C@H]1CN(C)Cc1ccncc1 | -7 | 0.1 | 0.1 | -3 | -8 | 3 | 12 | -5
CCCCCC(=O)Nc1cccc(C2=NOC3(C2)C[C@@H](C(N)=O)N(C(=O)c2cc([N+](=O)[O-])cc([N+](=O)[O-])c2C)C3)c1 (some centres not stated) | 5 | 0.6 | 0.5 | 0 | 0 | 0 | -12 | 4
CC(=O)c1c(C)[nH]c(C(=O)OCC(=O)N2CC(C)OC(C)C2)c1C (configuration not stated) | -3 | -0.1 | 0.0 | -6 | 1 | -6 | 0 | .
Oc1cc(Cl)cc(Cl)c1Cl | -4 | . | . | -8 | 3 | 6 | -51 | -3
CCc1ccccc1NC(=O)COC(=O)c1c(C)nsc1NC | 2 | . | -0.1 | 2 | -14 | -11 | -25 | -3
C[C@@H]1CCCCO[C@@H](CN(C)C(=O)c2ccccc2)[C@@H](C)CN([C@@H](C)CO)C(=O)c2cc(NC(=O)Nc3cccc4ccccc34)ccc2O1 | 3 | 0.6 | 0.7 | 1 | -4 | 4 | -3 | -5
COc1ccc(-c2c(C)[nH]n3c(=O)c(Cc4ccccc4)c(C)nc23)cc1 | 0 | . | 0.0 | 0 | . | 3 | -15 | .
O=C(Nc1ccc(F)cc1)N[C@@H]1C=C[C@@H](CC(=O)N2CCOCC2)O[C@@H]1CO | -3 | 0.0 | 0.2 | -2 | -2 | 0 | 2 | -8
CC(=O)Nc1ccc(CN2CCC2(C)C(=O)NC2CCN(Cc3ccccc3)CC2)cc1 (configuration not stated) | -1 | -0.2 | 0.1 | -4 | -8 | 0 | -30 | -7
COc1cccc(-c2cnc3c(c2)C(=O)N([C@H](C)CO)C[C@H](C)[C@H](CN(C)C(=O)NC2CCCCC2)O3)c1 | 4 | -6.0 | -0.2 | -1 | -5 | 3 | 13 | 4
COc1ccc(C[C@H]2CN3C(=NC[C@H]3C)N2CCNC(=O)CCC2CCCCC2)cc1 | -1 | 0.0 | 0.0 | 0 | -6 | 11 | 4 | -7
COc1ccc(S(=O)(=O)N2CCCCN3[C@H](C2)[C@H](c2ccc(C4=CCCCC4)cc2)[C@@H]3CO)cc1 | -3 | . | . | 4 | . | 3 | -5 | -7
CCCCc1nn(-c2cc(Cl)ccc2OC)c2c1C(=O)CCC2 | -12 | 0.1 | 0.2 | -2 | 4 | -6 | 8 | 4
Cc1ccc(S(=O)(=O)N(C)C[C@@H]2OCCCC[C@@H](C)Oc3ccc(NS(=O)(=O)c4c(C)noc4C)cc3C(=O)N([C@@H](C)CO)C[C@H]2C)cc1 | -64 | . | 0.3 | -3 | 1 | 0 | -42 | -3
COc1cccc(S(=O)(=O)N2C[C@H](O)COC[C@H]3O[C@H](CC(=O)N4CCOCC4)CC[C@@H]32)c1 | -6 | 0.1 | 0.1 | -2 | -3 | -19 | 0 | 0
O=C(Nc1ccc2c(c1)[C@@H]1C[C@H](CC(=O)N3CCc4ccccc4C3)O[C@@H](CO)[C@@H]1O2)NC1CCCC1 | -4 | -0.4 | 0.1 | 2 | 6 | -1 | -15 | 6
CC(C)C(NC(=O)Nc1ccccc1)C(=O)Nc1cccc(S(=O)(=O)N(C)C)c1 (configuration not stated) | -4 | 0.3 | 0.4 | -16 | 8 | 4 | -29 | 7

# In the list so far, these have two or more sulfur atoms:
compound | S100A4 inh HTS | E-selectin induc | Xi reactivation | ERAP1 inh | esBAF inh | ERp5 inh | RAD52 anneal inh | RAD54 branch
O=C1CCCN2N=C(SCC(=O)Nc3cccc(Cl)c3)SC2=N1 | 0 | 0.2 | 0.2 | -1 | . | 1 | -43 | 6
CCN1CCN(S(=O)(=O)c2ccc(S(=O)(=O)NCC3CCCO3)cc2)CC1 (configuration not stated) | -2 | . | . | 11 | -8 | -1 | 1 | 3
Cc1ccc(S(=O)(=O)N(C)C[C@H]2Oc3cc(-c4cccc(F)c4)ccc3S(=O)(=O)N([C@H](C)CO)C[C@H]2C)cc1 | -70 | 0.2 | 0.0 | -1 | 4 | 1 | 25 | -3
Cc1cccc(Nc2nnc(SCC(=O)c3ccc(Br)s3)s2)c1C | 4 | . | 0.2 | 4 | . | 1 | -62 | .
CCCCOC(=O)CCCN1C(=O)/C(=C2\SC(=S)N(CCCC(=O)OCCCC)C2=O)SC1=S | -41 | 0.2 | 0.0 | 3 | . | -3 | -11 | -4
Cc1ccc(S(=O)(=O)N(C)C[C@@H]2OCCCC[C@@H](C)Oc3ccc(NS(=O)(=O)c4c(C)noc4C)cc3C(=O)N([C@@H](C)CO)C[C@H]2C)cc1 | -64 | . | 0.3 | -3 | 1 | 0 | -42 | -3
